# From PubChem BioAssay
# CIT2-GFP yeast: yeast TOR pathway CIT2-GFP modulation | actives 0.065% (n = 320,000) | AID 2029 | S. cerevisiae CIT2-GFP strain, flow cytometry, 3 h; 100 means same as DMSO wells | GFP response vs DMSO, % at 10 µM;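 active means GFP response relative to DMSO above a set limit, near the screen mean plus 3 SD, cut at about 150% in these data; inconclusive means Fewer than 70 cells measured for a yeast strain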;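 further: ratio of well median GFP fluorescence to mean of DMSO wells on the plate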
# Efflux pump inh: antifungal efflux pump inhibition, Nile Red retention. S. cerevisiae Candida pump triplex. inhibition, % at 10 µM. actives 0.44% (n = 330,000). AID 485275;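 active means plate passing quality check with inhibition over a set limit, or well fluorescence over plate mean plus 4 SD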;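 further: Nile Red retained in pooled yeast measured as flow cytometry median fluorescence; 0% = buffer negative control and 100% = Enniatin B positive control; higher means more Nile Red kept so more efflux inhibition; some compounds called inactive have numbers as strong as hits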
# AHR activator: activators of human aryl hydrocarbon receptor. AHR-responsive luciferase reporter cells, luminescence. AID 2796. P35869. activation, % at 5 µM. actives 2.5% (n = 320,000); in the data active means activation above about 47%;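 further: 0% = vehicle wells and 100% = reference agonist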
# Target sequence (P35869 whole entry, looked up): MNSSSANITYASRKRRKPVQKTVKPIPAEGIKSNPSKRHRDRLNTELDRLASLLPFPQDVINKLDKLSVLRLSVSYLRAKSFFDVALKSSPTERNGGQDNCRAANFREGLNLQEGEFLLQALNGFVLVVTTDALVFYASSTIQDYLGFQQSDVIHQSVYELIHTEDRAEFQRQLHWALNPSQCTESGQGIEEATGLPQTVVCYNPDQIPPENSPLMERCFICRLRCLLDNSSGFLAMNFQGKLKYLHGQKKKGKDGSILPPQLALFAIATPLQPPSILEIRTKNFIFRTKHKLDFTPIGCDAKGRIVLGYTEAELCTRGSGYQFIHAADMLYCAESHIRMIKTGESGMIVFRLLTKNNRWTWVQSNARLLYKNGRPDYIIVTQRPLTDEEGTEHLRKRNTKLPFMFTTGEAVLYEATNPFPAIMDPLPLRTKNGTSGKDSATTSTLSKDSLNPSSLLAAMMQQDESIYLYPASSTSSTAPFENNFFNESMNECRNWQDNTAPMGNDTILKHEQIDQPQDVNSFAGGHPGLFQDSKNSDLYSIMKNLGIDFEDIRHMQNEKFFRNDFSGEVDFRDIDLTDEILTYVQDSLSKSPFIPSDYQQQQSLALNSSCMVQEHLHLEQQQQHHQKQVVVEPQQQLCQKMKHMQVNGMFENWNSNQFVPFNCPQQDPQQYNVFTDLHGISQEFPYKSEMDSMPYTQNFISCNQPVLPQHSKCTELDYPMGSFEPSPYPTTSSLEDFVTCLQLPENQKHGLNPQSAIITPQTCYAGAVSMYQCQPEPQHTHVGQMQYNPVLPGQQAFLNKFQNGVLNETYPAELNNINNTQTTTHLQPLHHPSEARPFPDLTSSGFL
# AGP1 TOR yeast: modulators of TOR pathway AGP1-GFP in S. cerevisiae | S. cerevisiae AGP1-GFP multiplex flow cytometry, 3 h; GFP as percent of DMSO wells | GFP response vs DMSO, % at 10 µM | actives 0.02% (n = 320,000) | AID 2066;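 active means GFP response relative to DMSO above a set limit, near screen average plus 3 SD, cut at about 150% in these data; inconclusive means fewer than 70 cells counted for the yeast strain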;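 further: median GFP channel fluorescence of the gated AGP1 strain per well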
# MEP2-GFP yeast: alters MEP2-GFP fluorescence in TOR pathway yeast screen. GFP response vs DMSO, % at 10 µM. S. cerevisiae MEP2-GFP strain, flow cytometry GFP, 3 h; 100% = DMSO control level. actives 0.51% (n = 330,000);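 active means GFP response versus DMSO above a set limit, roughly screen mean plus 3 SD, cut at about 180% in these data; inconclusive means fewer than 70 cells counted for a yeast strain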;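 further: median GFP fluorescence of the barcode-gated MEP2-GFP cells per well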
# RPL19A TOR yeast: alters RPL19A-GFP fluorescence in TOR pathway yeast screen; S. cerevisiae RPL19A-GFP strain, flow cytometry, 3 h; hits give low values; AID 2025; percent response vs DMSO, % at 10 µM; actives 0.3% (n = 330,000);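 active means percent response vs DMSO below 50%; inconclusive means fewer than 70 events counted for the yeast strain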;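 further: median channel GFP fluorescence of the barcoded RPL19A-GFP strain; ratio of sample median GFP to plate DMSO average so 100% = DMSO; lower means less RPL19A-GFP as with rapamycin TOR inhibition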
# LAP4 TOR yeast: yeast TOR pathway LAP4-GFP modulation; S. cerevisiae LAP4-GFP multiplex, flow cytometry GFP, 3 h; median GFP as percent of DMSO wells; GFP response vs DMSO, % at 10 µM; actives 0.34% (n = 320,000);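 active means GFP response vs DMSO above a set limit, about the screen mean plus 3 SD, cut at about 150% in these data; inconclusive means under 70 cell events counted for the yeast strain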
# Yeast superoxide: yeast age-related superoxide inhibition as caloric restriction mimetic | superoxide response (% of plate mean), % at 10 µM | S. cerevisiae aged cells, superoxide DHE fluorescence; hits give low values | actives 0.18% (n = 330,000) | AID 2690;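 active means superoxide response under a set limit, about three screen SD below normal, cut at about 65% in these data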;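 further: yeast aged for seven days with compound at 30 °C before DHE staining; 100% = average MFI of all compound-treated wells on the plate with controls excluded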
# An asterisk follows results filed as active; i = inactive; ? = inconclusive; / = not tested or not shown; [ ] = another dose, or the depositor's remark.
SMILES,CIT2-GFP yeast,Efflux pump inh,AHR activator,AGP1 TOR yeast,MEP2-GFP yeast,RPL19A TOR yeast,LAP4 TOR yeast,Yeast superoxide
CC1CCCCC1NC(=O)/C(C#N)=C/c1ccc2c(c1)OCCO2 (stereo not drawn),99,-0.3,3,105,98,105,103,85
CN1C(=O)c2ccc(NC(=O)c3c(C(=O)O)cccc3[N+](=O)[O-])cc2C1=O,103,0.2,0,99,100,100,89,112
CCOC(=O)C1(Cc2cccc(OC)c2)CCN(Cc2cccc3c2OCO3)CC1,/,0.0,6,96,95,94,101,99
COC(=O)c1ccccc1-c1ccc(C=O)o1,88,-0.2,4,98,100,91,97,89
CN(CC(=O)Nc1ccccc1Br)C(=O)CCc1nc2ccccc2c(=O)[nH]1,85,0.1,4,97,99,93,92,98
CC(Oc1ccc(F)cc1F)C(=O)NNC(=S)NCC1CCCO1 (stereo not drawn),110,-0.1,2,97,98,107,78,92
O=C(Nc1ccccc1C(=O)O)c1cc(S(=O)(=O)NCc2ccccc2)ccc1Cl,107,0.3,0,103,101,101,98,108
COc1cc(C(=O)Nc2ccc(S(=O)(=O)N3CCCCC3C)cc2)cc(OC)c1OC (stereo not drawn),/,-0.1,2,104,100,107,110,120
COCCNC(=O)CN1CCCCCC1,117,0.1,-2,122,117,111,110,108
CN(C)/C=C/C(=O)c1ccncc1,92,0.3,2,92,98,95,91,96
COc1cc(/C=N/NC(=O)c2c(-c3ccccc3)noc2C)cc(OC)c1OC,95,-0.3,1,102,104,104,95,93
O=c1cc(N2CCN(c3ccccc3)CC2)[nH]c(=O)n1Cc1ccc(F)cc1,94,-0.1,11,96,97,93,109,89
O=C(Nc1cccc(F)c1)C1CCCN(S(=O)(=O)c2ccc(-n3cnnn3)cc2)C1 (stereo not drawn),117,0.1,2,98,123,97,106,102
O=C(Nc1cccc2cccnc12)c1cccc2ccccc12,96,0.1,7,101,105,97,109,92
CCCCN(CC)S(=O)(=O)c1ccc(C(=O)Nc2nnc(COC)o2)cc1,99,-0.1,3,96,96,96,90,100
O=C(CSc1nc2ccccc2c(=O)n1-c1ccccc1)N1CCC1,99,0.0,2,99,106,98,90,102
Cc1csc(NC(=O)/C=C/c2ccc3c(c2)OCO3)n1,108,-0.4,-6,87,98,102,80,92
Cc1ccc(NC(=O)c2ccc(=O)[nH]n2)cc1S(=O)(=O)Nc1ccc(SC(F)F)cc1,103,-0.5,2,106,102,98,99,104
Cc1ccc(C(=O)NNC(=O)c2ccc(NC(=O)C(C)(C)C)cc2)cc1,105,0.1,-3,101,102,105,98,100
COc1ccc(CN2CCC(=O)N([C@H](CO)Cc3ccccc3)CC2)cc1OC,65,0.2,6,74,89,94,135,107
O=C1c2ccccc2C(=O)N1OCc1cccc(Cl)c1,82,0.0,-1,84,94,90,91,102
CCCN(c1ccc(OCC)cc1)c1ncnc2nc[nH]c12,107,-0.1,13,103,93,104,93,104
CCOC(=O)Cn1c(=O)n(CC(=O)OCC)c2ccccc21,/,0.0,1,105,99,100,94,98
CC(C)N(C(=O)[C@H]1CC(CC(=O)NCc2cccc(C(F)(F)F)c2)C(=O)N2CCc3c([nH]c4ccccc34)[C@]12C)C(C)C (stereo partly drawn),96,0.0,0,98,93,95,93,102
Cc1ccc(NC(=O)CCOc2ccccc2C)cc1C,97,0.0,-2,95,99,96,96,92
O=C(NCc1ccco1)C1CCCN(S(=O)(=O)c2ccccc2)C1 (stereo not drawn),106,0.3,5,100,98,99,96,96
Cc1cccc(N2C(S)=C(C#N)C(=O)NC2c2ccco2)c1 (stereo not drawn),94,0.2,4,92,90,93,94,124
Cc1cc(NCc2ccco2)n2c(nc3ccccc32)c1C#N,89,0.0,4,90,96,89,91,98
COc1ccc(C(=O)Nc2nc(N)n(-c3ccccc3)n2)cc1OC,96,0.0,3,92,101,102,104,106
C=CCNC(=O)C12CCC(C)(C(=O)C1Br)C2(C)C (stereo not drawn),99,0.1,-1,95,96,102,88,102
O=C(CN1CCN(Cc2ccccc2)C1=O)NCc1ccc(Cl)cc1,106,0.1,3,96,103,96,102,99
COc1ccc(CN2CCNC(=O)C2CC(=O)NCCCC2CCCC2)c(F)c1 (stereo not drawn),112,-0.1,-3,113,105,114,103,92
CC(C)NC(=O)COC(=O)c1ccccc1C(=O)c1ccccc1,98,0.0,2,99,96,103,111,92
Cc1ccc(Cn2c(C(C)Nc3nc(-c4ccc(Cl)cc4)cs3)nc3cc(C(=O)NCCCO)ccc32)cc1 (stereo not drawn),88,0.2,3,100,102,100,94,117
COC(=O)c1c(C)nc(C)c(C(=O)OC)c1-c1ccc(OC)c(OC)c1,94,1.4,2,96,96,97,97,108
COc1ccc(C(=O)OCC(=O)NC2CCCC2)c(OC)c1,97,0.0,1,96,105,102,106,108
Nc1ccc(N2CCCC2)c(S(=O)(=O)Nc2cccc(C(F)(F)F)c2)c1,78,0.0,1,91,88,90,102,114
CCc1nc(Nc2ccccc2F)c2oc3ccccc3c2n1,110,-0.2,94*,101,107,99,105,83
O=C(CSC1=NS(=O)(=O)c2ccccc2N1)Nc1nccs1,101,0.0,5,101,102,99,106,91
CC1CCc2c(sc(NC(=O)c3ccc(Cn4cc([N+](=O)[O-])cn4)o3)c2C#N)C1 (stereo not drawn),105,0.1,31,102,106,99,/,84
O=C(CN1CCN(c2cccc(Cl)c2)CC1)Nc1ccc(S(=O)(=O)N2CCOCC2)cc1,103,0.0,-3,100,96,97,103,97
COCCNS(=O)(=O)c1cc(C)c(C)cc1C,110,-0.5,1,108,99,103,100,i
CC1CCN(C(=O)CN2C(=O)C(C)(C)Oc3ccc(C(=O)NC(C)C)cc32)CC1,100,-0.1,0,102,107,99,105,107
CCOc1ccc(S(=O)(=O)NCCSCc2ccco2)cc1,86,-0.1,0,86,97,114,88,119
O=S(=O)(N1CCOCC1)N1CCN(c2ccccc2F)CC1,/,-0.1,0,100,93,98,98,90
Cc1cccc2c1N(C)C(=O)C2=O,99,0.0,15,103,101,99,103,96
Cc1cnc(C(=O)Nc2ccc(C(C)C)cc2)cn1,79[may fluoresce red],0.0,-3,?,?,?,?,106
Cc1c(NC(=O)/C=C/c2cccs2)c(=O)n(-c2ccccc2)n1C,108,0.0,4,109,107,107,111,99
Cc1ccc(NC(=O)CSc2nc3[nH]ncc3c(=O)[nH]2)c(C)c1,115,-0.4,4,99,112,107,96,91
Cc1ccc2c(c1)C(O)(CC(=O)c1cccc(-n3cccc3)c1)C(=O)N2 (stereo not drawn),90,0.0,4,96,100,92,102,92
O=C(CN1CCN(S(=O)(=O)c2ccc(Br)cc2)CC1)N/N=C/c1ccccc1C(=O)O,98,-0.1,1,101,94,95,95,89
CCOc1ccc(C2C(C(=O)c3cccs3)=C(O)C(=O)N2Cc2cccnc2)cc1OC (stereo not drawn),102,-0.1,3,104,98,99,92,95
COc1cccc(/C=N/NC(=O)N/N=C/c2cccc(OC)c2O)c1O,107,0.3,5,94,107,104,83,111
CCN(CC(=O)Nc1ccccc1C(F)(F)F)C(=O)c1ccc(N2CCCC2=O)cc1,98,0.1,-1,104,98,99,96,152
Cc1cc(SCC(=O)Nc2ccc(O)cc2)n2nc(C)c(-c3ccccc3)c2n1,89,-0.1,3,93,88,92,83,109
CN(Cc1ccccc1)Cc1nc2c([nH]1)c(=O)n(C)c(=O)n2C,/,0.1,6,103,99,98,88,115
CCOc1ccc(S(=O)(=O)N2CCN(S(=O)(=O)c3ccc(OCC)cc3)C(C)C2)cc1 (stereo not drawn),89,-0.2,0,90,100,98,97,96
COc1ccc(C(C)(C)C)cc1S(=O)(=O)N1CCN(C)CC1,109,0.0,2,/,103,108,112,101
O=C(c1ccccn1)N1CCCC(N2CCN(c3cccc(C(F)(F)F)c3)CC2)C1 (stereo not drawn),99,0.0,5,93,99,98,86,123
CCOc1ccc(CC(=O)NCC2(N3CCCCC3)CCCCC2)cc1,100,-0.4,-1,105,103,100,109,94
# (continued)
SMILES,CIT2-GFP yeast,Efflux pump inh,AHR activator,AGP1 TOR yeast,MEP2-GFP yeast,RPL19A TOR yeast,LAP4 TOR yeast,Yeast superoxide
CCCc1cc(=O)[nH]c2nnc(SCC(=O)Nc3cc(C)on3)n12,104,0.1,-1,116,102,100,104,95
Cc1nc2c3ccccc3[nH]c(=O)n2n1,108,-0.1,7,113,103,107,106,89
COc1ccccc1NC(=O)CN1CCCCC1,102,0.3,4,102,103,97,98,104
CCOC(=O)N1CCN(C(=O)C(C)SCc2ccccc2)CC1 (stereo not drawn),/,-0.1,1,99,89,90,97,99
CC(=O)CCc1ccc(OCCCCn2cncn2)cc1,106,-0.1,2,105,105,99,102,91
Cc1ccc(NC(=O)c2cc(-c3ccccc3O)n[nH]2)cc1C,119,0.1,-3,112,116,114,110,96
CC(=O)c1cc2c(s1)-c1cc(F)ccc1OC2,101,0.1,-7,94,103,98,105,101
COc1ccc(N(CC(=O)NCc2ccccc2)S(=O)(=O)c2c(C)noc2C)cc1,/,0.1,5,110,104,109,120,95
CCCCCCCNC(=O)C1(CC2CC(c3ccc(Cl)cc3)=NO2)CCN(C(=O)OC(C)(C)C)CC1 (stereo not drawn),67,0.1,5,76,89,92,105,106
Nc1ccc(C(=O)Nc2cccc(N)c2)cc1,91,0.0,/,92,99,97,88,95

# Given with tabs: entries from further up.
smiles	CIT2-GFP yeast	Efflux pump inh	AHR activator	AGP1 TOR yeast	MEP2-GFP yeast	RPL19A TOR yeast	LAP4 TOR yeast	Yeast superoxide
CCOc1ccc(CC(=O)NCC2(N3CCCCC3)CCCCC2)cc1	100	-0.4	-1	105	103	100	109	94
CCCc1cc(=O)[nH]c2nnc(SCC(=O)Nc3cc(C)on3)n12	104	0.1	-1	116	102	100	104	95
Cc1nc2c3ccccc3[nH]c(=O)n2n1	108	-0.1	7	113	103	107	106	89
COc1ccccc1NC(=O)CN1CCCCC1	102	0.3	4	102	103	97	98	104
CCOC(=O)N1CCN(C(=O)C(C)SCc2ccccc2)CC1 (stereo not drawn)	/	-0.1	1	99	89	90	97	99
CC(=O)CCc1ccc(OCCCCn2cncn2)cc1	106	-0.1	2	105	105	99	102	91
Cc1ccc(NC(=O)c2cc(-c3ccccc3O)n[nH]2)cc1C	119	0.1	-3	112	116	114	110	96
CC(=O)c1cc2c(s1)-c1cc(F)ccc1OC2	101	0.1	-7	94	103	98	105	101
COc1ccc(N(CC(=O)NCc2ccccc2)S(=O)(=O)c2c(C)noc2C)cc1	/	0.1	5	110	104	109	120	95
CCCCCCCNC(=O)C1(CC2CC(c3ccc(Cl)cc3)=NO2)CCN(C(=O)OC(C)(C)C)CC1 (stereo not drawn)	67	0.1	5	76	89	92	105	106
Nc1ccc(C(=O)Nc2cccc(N)c2)cc1	91	0.0	/	92	99	97	88	95
